SMN2 splice up: qHTS Assay for Enhancers of SMN2 Splice Variant Expression; HEK293 SMN2-luciferase splicing reporter, luminescence, 30-36 h; Potency, µM (top dose mostly 46.1 µM), for the others: at the highest dose activity change, positive = activation, actives largely listed as activators; 210,000 tested, 2.8% active; AID 1458, 2008; further: % of control where 0% means no effect; nearly all actives have a fitted effect of over 55% in size
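HEK293 cells carry an SMN2 minigene-luciferase reporter in which exon 7 inclusion puts luciferase in frame. Cells were seeded at 2000 cells/well, attached for 10-12 hours, then exposed to compounds for 30-36 hours at 37C before ONE-Glo luminescence.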
TRb-SRC2 inh: qHTS for Inhibitors of the Interaction of Thyroid Hormone Receptor and Steroid Receptor Coregulator 2 | AID 1469, 2008 | 280,000 tested, 0.065% active | Potency, µM (titrated, usually from 106 µM), inactives show at the highest dose activity change, negative = inhibition, most hits filed as inhibitors | Thyroid hormone receptor beta (Homo sapiens), P10828 | TRbeta-SRC2 peptide binding, fluorescence polarization; receptor liganded with 1 µM T3;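 further: plate controls were bound peptide for no effect and peptide without receptor for full effect; nearly all actives have a fitted effect of over 50% in size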
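Human TRb ligand-binding domain (0.6 uM) is mixed with 20 nM Texas Red SRC2 peptide and 1 uM T3; after compound addition and 5 hr at ambient temperature, polarization is measured and normalized to unbound and bound controls.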
ALDH1A1 block: qHTS Assay for Inhibitors of Aldehyde Dehydrogenase 1 (ALDH1A1); Aldehyde dehydrogenase 1A1 (Homo sapiens), P00352; Purified ALDH1A1, NADH fluorescence, propionaldehyde substrate; Potency, µM (highest dose often 75.3 µM), for the others: at the highest dose activity, negative = inhibition, hits mostly inhibitors; 220,000 tested, 7.3% active; active means well fitted inhibition curve with a large enough effect, not every such curve was filed as active; inconclusive means small, poorly fitted or top-dose-only effect, or another doubt; inactive means no such curve, though single readings can be large or run the other way;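 further: plate controls were no enzyme wells and a reference inhibitor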
RECQ1 inh: qHTS Assay for Inhibitors of RecQ-Like Dna Helicase 1 (RECQ1) | ATP-dependent DNA helicase Q1 (Homo sapiens), P46063 | RECQ1 DNA unwinding, red fluorescence kinetic read | Potency, µM (titrated, usually from 57.3 µM), for the others: at the top dose activity, negative = inhibition, most hits filed as inhibitors | 240,000 tested, 0.54% active;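 further: plate controls were vehicle for no effect and no enzyme for full effect; nearly all actives have a fitted effect of over 30% in size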
Target sequence (P46063 whole entry, looked up): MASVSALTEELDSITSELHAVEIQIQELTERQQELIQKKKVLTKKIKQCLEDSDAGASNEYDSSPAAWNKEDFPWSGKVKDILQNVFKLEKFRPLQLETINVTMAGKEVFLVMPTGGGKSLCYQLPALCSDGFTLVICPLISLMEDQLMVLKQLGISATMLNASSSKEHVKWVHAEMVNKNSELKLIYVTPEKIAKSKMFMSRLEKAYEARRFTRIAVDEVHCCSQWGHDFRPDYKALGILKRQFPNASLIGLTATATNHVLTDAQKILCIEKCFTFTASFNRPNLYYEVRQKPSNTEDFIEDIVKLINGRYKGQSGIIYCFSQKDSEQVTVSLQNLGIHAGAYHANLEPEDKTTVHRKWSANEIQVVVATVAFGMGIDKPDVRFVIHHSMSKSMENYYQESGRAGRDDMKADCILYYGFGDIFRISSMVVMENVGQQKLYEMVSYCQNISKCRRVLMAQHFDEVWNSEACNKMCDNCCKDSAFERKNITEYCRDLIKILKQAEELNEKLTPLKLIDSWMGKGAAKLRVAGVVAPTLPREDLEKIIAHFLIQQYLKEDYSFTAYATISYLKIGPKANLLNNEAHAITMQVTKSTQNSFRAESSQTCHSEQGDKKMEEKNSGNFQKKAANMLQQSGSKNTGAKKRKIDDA
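50 nM RECQ1T1 preincubated 15 min with compound in Tris pH 8.0 buffer with MgCl2, DTT, Tween-20 and 2.5 ug/ml poly(dI-dC); started with 200 nM TAMRA/BHQ-2 forked duplex and 2 mM ATP. Unwinding read as fluorescence (525/598 nm), two reads 2 h apart.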
RGS12 GoLoco inh: qHTS Assay for Inhibitors of RGS12 GoLoco Motif Activity (Red Fluorophore) | 230,000 tested, 0.44% active | Potency, µM (highest dose often 61.6 µM), for the others: at the top dose activity, negative = inhibition, most hits filed as inhibitors | Guanine nucleotide-binding protein G(i) subunit alpha-1 (Homo sapiens), P63096 | Gai1:RGS12 GoLoco peptide FP, rhodamine, 10 min; active means well fitted inhibition curve with a large enough effect, not every such curve was filed as active; inactive means no such curve, though single readings can be large or run the other way; further: on the % scale 0 is the no-effect control and ±100 the full control effect; nearly all actives have a fitted effect of over 30% in size; many of its hits are not listed in these tables
TR SRC2 fluor cs: Total Fluorescence Counterscreen for Inhibitors of the Interaction of Thyroid Hormone Receptor and Steroid Receptor Coregulator 2 | Potency, µM (highest dose often 106 µM), inactives show at the highest dose fluorescence change, negative = quenching | AID 1479, 2009 | TRb/SRC2 Texas Red total fluorescence interference | 280,000 tested, 0.29% active; active means well fitted curve in either direction with a large enough effect; inconclusive means small, poorly fitted or top-dose-only effect; further: on the % scale 0 is the no-effect control and ±100 the full control effect
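Flags fluorescent or light-absorbing compounds by total fluorescence, S + 2P, at 555 nm excitation and 632 nm emission. Mixture: 20 nM Texas Red SRC2 peptide, 0.6 uM human TRb LBD, 1 uM T3, 5% DMSO; compound exposure 5 h at ambient temperature.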
Lamin A splicing: qHTS Assay for Modulators of Lamin A Splicing. 200,000 tested, 0.01% active. Potency, µM (series often up to 46.1 µM), for the others: at the highest dose ratio change, negative = inhibition, usual class: inhibitors. HeLa LMNA splicing GFP/RFP minigene ratio, 48 h; active means well fitted inhibition curve with a large enough effect in the signal ratio, with a control signal flat, not every such curve was filed as active; inconclusive means small, poorly fitted or top-dose-only effect, or effect the other way, or a change in a side signal; the % refers to the signal ratio; further: on the % scale 0 is the no-effect control and ±100 the full control effect
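Read-out is the ratio of GFP to DsRed2 object intensity, acquired by 488 nm laser-scanning cytometry on HeLa lamin A-EGFP minigene reporter cells. Compound incubation 48 hrs at 37 °C in Opti-MEM with 2% FBS; DMSO 0.5% final.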
KDM4E inh: qHTS Assay for Inhibitors of Human Jumonji Domain Containing 2E (JMJD2E) | Lysine-specific demethylase 4E (Homo sapiens), B2RXH2 | JMJD2E catalytic domain, FDH-coupled NADH fluorescence (FDH is formaldehyde dehydrogenase) | Potency, µM (titrated, usually from 57.1 µM), inactives show top-dose activity change, negative = inhibition, actives largely listed as inhibitors | 230,000 tested, 1.6% active | AID 2147, 2009; active means well fitted inhibition curve with a large enough effect, not every such curve was filed as active; inconclusive means small, poorly fitted or top-dose-only effect, or another doubt; inactive means no such curve, though single readings can be large or run the other way;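 further: 0% = wells with enzyme and -100% = buffer wells without enzyme; nearly all actives have a fitted effect of over 50% in size; many of its hits are not listed in these tables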
* hit, by the source's call; i = inactive; ? = inconclusive; nt = not tested or not shown; [ ] = dose if it differs, or a comment. Unless noted, the call rests on the fitted dose curve; in most records, active means well fitted curve in the direction sought with a large enough effect; inconclusive means small, poorly fitted or top-dose-only effect, or another doubt; inactive means no such curve, though single readings can be large; an effect the other way counts as inactive or inconclusive. Potency means the concentration at half of the fitted maximal effect. Some of the compounds tested; rates above refer to the full screens.

1) CCCCOC(=O)Nc1ccc(S(=O)(=O)Nc2nc(C)cc(C)n2)cc1
2) O=C(COC(=O)Cc1ccc(Cl)cc1)Nc1ccccc1F
3) CC(=O)Nc1cccc(Oc2nc(C)cc(C)c2C#N)c1
4) O=c1ccc(=O)n(-c2ccccc2)[nH]1
5) O=C(CCn1cccc1)NCCc1ccc(Cl)cc1

compound no.	1	2	3	4	5
SMN2 splice up	nt	24%	20%	nt	-20%
ALDH1A1 block	18%	-9%	?	nt	-1%
TRb-SRC2 inh	-1%	-4%	-15%	-9%	5%
Lamin A splicing	0%	nt	-15%	nt	12%
RGS12 GoLoco inh	9%	-20%	7%	-30%	8%
KDM4E inh	-10%	-3%	5%	-1%	2%
TR SRC2 fluor cs	-1%	-1%	0%	-1%	3%
RECQ1 inh	-15%	-4%	-3%	-1%	i

6) CCOC(=O)/C=c1\s/c(=C\c2c(OC)ccc3ccccc23)c(=O)n1CC(=O)NCC1CCCO1 (configuration not stated)
7) O=C(O)c1ccc(N2CCCCC2)cc1O
8) N#CCn1c(C2CCCCC2)nc2ccccc2c1=O
9) Cc1ccc(N2C(=O)C3CCC(C)(C2=O)C3(C)C)cc1 (configuration not stated)
10) Cc1ccc2oc(-c3ccc(NC(=O)CC(C)C)cc3)nc2c1

compound no.	6	7	8	9	10
SMN2 splice up	-27%	nt	2%	nt	?
ALDH1A1 block	-9%	nt	-1%	nt	?
TRb-SRC2 inh	5%	1%	1%	-2%	-3%
Lamin A splicing	?	nt	5%	nt	-6%
RGS12 GoLoco inh	3%	1%	-4%	5%	6%
KDM4E inh	8%	1%	-6%	-1%	?
TR SRC2 fluor cs	-1%	-3%	1%	-2%	-1%
RECQ1 inh	-15%	i	-2%	-6%	-6%

11) Oc1ccc(C2C=C(c3ccc(F)cc3)Nc3ncnn32)cc1 (configuration not stated)
12) CNC(=O)CCC(=O)Nc1ccc(C(=O)OC)cc1
13) CN(C)c1cccc(C(=O)NNC(=S)NC2CCCC2)c1
14) CCNC(=S)NNC(=O)c1csc2c1CCCC2
15) CCCC(=Nc1ccccc1OC)C1=C(O)CC(c2ccccc2)CC1=O (configuration not stated)

compound no.	11	12	13	14	15
SMN2 splice up	nt	10%	22%	1%	1%
ALDH1A1 block	-5%	13%	-2%	?	?
TRb-SRC2 inh	0%	-19%	-1%	5%	3%
Lamin A splicing	4%[46 µM]	19%	nt	?	-2%
RGS12 GoLoco inh	6%	5%	13%	14%	-5%
KDM4E inh	?	-5%	-12%	6%	0%
TR SRC2 fluor cs	-1%	-4%	-5%	0%	1%
RECQ1 inh	-12%	-4%	i	-8%	11%

Reformatted tab-delimited: entries from further up.
entry	SMILES	SMN2 splice up	ALDH1A1 block	TRb-SRC2 inh	Lamin A splicing	RGS12 GoLoco inh	KDM4E inh	TR SRC2 fluor cs	RECQ1 inh
4	O=c1ccc(=O)n(-c2ccccc2)[nH]1	nt	nt	-9%	nt	-30%	-1%	-1%	-1%
5	O=C(CCn1cccc1)NCCc1ccc(Cl)cc1	-20%	-1%	5%	12%	8%	2%	3%	i
6	CCOC(=O)/C=c1\s/c(=C\c2c(OC)ccc3ccccc23)c(=O)n1CC(=O)NCC1CCCO1 (configuration not stated)	-27%	-9%	5%	?	3%	8%	-1%	-15%
7	O=C(O)c1ccc(N2CCCCC2)cc1O	nt	nt	1%	nt	1%	1%	-3%	i
8	N#CCn1c(C2CCCCC2)nc2ccccc2c1=O	2%	-1%	1%	5%	-4%	-6%	1%	-2%
9	Cc1ccc(N2C(=O)C3CCC(C)(C2=O)C3(C)C)cc1 (configuration not stated)	nt	nt	-2%	nt	5%	-1%	-2%	-6%
10	Cc1ccc2oc(-c3ccc(NC(=O)CC(C)C)cc3)nc2c1	?	?	-3%	-6%	6%	?	-1%	-6%
11	Oc1ccc(C2C=C(c3ccc(F)cc3)Nc3ncnn32)cc1 (configuration not stated)	nt	-5%	0%	4%[46 µM]	6%	?	-1%	-12%
12	CNC(=O)CCC(=O)Nc1ccc(C(=O)OC)cc1	10%	13%	-19%	19%	5%	-5%	-4%	-4%

New compounds follow:
16) COC(=O)C(NC(C)=O)(Nc1nc2c(C)cc(C)cc2s1)C(F)(F)F (configuration not stated)
17) Cc1cnc(NC(=O)CN2CCN(c3ccccn3)CC2)s1
18) O=C(O)c1cc(N2C(=O)CCC2=O)ccc1NCc1cccnc1
19) CC1(C)Cc2noc(N)c2C(C)(C)N1OC(=O)c1scc2c1OCCO2
20) CCOc1[nH]n(-c2ccccc2)c(=O)c1C=Nc1ccc(OC)cc1

compound no.	16	17	18	19	20
SMN2 splice up	-4%	?	nt	-14%	-9%
ALDH1A1 block	-12%	-5%	nt	17%	?
TRb-SRC2 inh	-7%	nt	-5%	2%	2%
Lamin A splicing	-20%	?	nt	-8%	17%[9.22 µM]
RGS12 GoLoco inh	12%	16%	-2%	0%	1%
KDM4E inh	2%	5%	?	0%	-5%
TR SRC2 fluor cs	-3%	nt	-3%	0%	-2%
RECQ1 inh	-5%	-21%	i	-3%	-7%

21) O=C(OCc1ccc([N+](=O)[O-])cc1)c1ccc2ccccc2n1
22) CCCC(=O)Nc1nc(-c2ccc3c(c2)CCN3S(C)(=O)=O)cs1
23) O=C(NCc1cccnc1)c1cccc(C(F)(F)F)c1
24) Cc1ccc(S(=O)(=O)CC(=O)NC2CC2)cc1
25) N#CC(C#SN)=C1CCCCC1
26) COC(=O)c1sccc1NC(=O)CN(C)NS(=O)(=O)c1ccc(Cl)cc1

compound no.	21	22	23	24	25	26
SMN2 splice up	nt	-52%[inhibitor]	-17%	24%	-2%	-22%
ALDH1A1 block	nt	?	7%	14%	?	2.5µM*
TRb-SRC2 inh	-13%	5%	-6%	-9%	6%	5%
Lamin A splicing	nt	12%	-4%	11%	19%	0%
RGS12 GoLoco inh	-2%	26%	-8%	-2%	5%	1%
KDM4E inh	2%	1%	0%	7%	1%	1%
TR SRC2 fluor cs	-2%	-5%	-4%	-2%	-1%	-2%
RECQ1 inh	7%	-8%	-11%	i	i	-1%

Record cards, from the list above. Screens in order: SMN2 splice up | ALDH1A1 block | TRb-SRC2 inh | Lamin A splicing | RGS12 GoLoco inh | KDM4E inh | TR SRC2 fluor cs | RECQ1 inh
Profile of O=C(NCc1cccnc1)c1cccc(C(F)(F)F)c1 : -17% | 7% | -6% | -4% | -8% | 0% | -4% | -11%
Profile of CN(C)c1cccc(C(=O)NNC(=S)NC2CCCC2)c1 : 22% | -2% | -1% | nt | 13% | -12% | -5% | i

Screens as filed in PubChem BioAssay.
